High-throughput results as filed in PubChem BioAssay.
STK33 kinase inh = human STK33 kinase inhibition. 320,000 compounds, 0.073% hits. Q9BYT3. inhibition, % at 10 µM. purified STK33, MBP phosphorylation, ADP-Glo luminescence. AID 2661;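 active = inhibition at or above 25%, using the most active replicate where run in duplicate; inactive = inhibition below 25%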
Target sequence (Q9BYT3 whole entry, looked up): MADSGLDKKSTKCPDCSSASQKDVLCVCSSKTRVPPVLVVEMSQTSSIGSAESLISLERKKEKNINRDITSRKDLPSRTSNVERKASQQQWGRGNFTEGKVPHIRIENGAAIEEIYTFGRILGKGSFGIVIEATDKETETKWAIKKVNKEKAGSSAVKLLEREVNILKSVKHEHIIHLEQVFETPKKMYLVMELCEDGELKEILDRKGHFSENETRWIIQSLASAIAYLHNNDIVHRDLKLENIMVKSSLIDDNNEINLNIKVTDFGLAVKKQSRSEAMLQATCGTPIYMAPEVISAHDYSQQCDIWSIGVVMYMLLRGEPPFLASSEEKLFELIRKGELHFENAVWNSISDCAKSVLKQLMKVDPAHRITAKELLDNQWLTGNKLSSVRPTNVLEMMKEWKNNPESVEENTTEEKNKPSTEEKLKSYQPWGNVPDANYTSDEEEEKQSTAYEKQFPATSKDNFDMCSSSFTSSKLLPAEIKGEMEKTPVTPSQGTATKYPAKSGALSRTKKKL
OX1R FRET antag = antagonists of human orexin 1 receptor (OX1R); O43613; OX1R-expressing cells, FRET antagonist read-out; inhibition, % at 6.6 µM; 330,000 compounds, 1.8% hits; AID 485270; in the data active = inhibition mostly above about 38%, no sharp cut-off; inactive = mostly below about 40%;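 note: 0% = agonist challenge alone and 100% = reference antagonist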
Target sequence (O43613 whole entry, looked up): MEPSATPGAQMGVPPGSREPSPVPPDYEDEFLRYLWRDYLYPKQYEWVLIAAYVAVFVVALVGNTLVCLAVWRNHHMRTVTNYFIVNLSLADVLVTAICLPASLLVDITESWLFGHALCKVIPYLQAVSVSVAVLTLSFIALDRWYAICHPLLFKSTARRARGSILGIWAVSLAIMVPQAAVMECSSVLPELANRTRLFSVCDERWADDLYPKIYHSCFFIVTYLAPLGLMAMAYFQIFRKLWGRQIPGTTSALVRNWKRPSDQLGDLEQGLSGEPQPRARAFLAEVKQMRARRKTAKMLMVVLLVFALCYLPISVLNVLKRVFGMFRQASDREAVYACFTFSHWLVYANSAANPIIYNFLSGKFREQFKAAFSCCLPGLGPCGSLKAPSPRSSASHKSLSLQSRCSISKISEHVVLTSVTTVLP
Starred values were filed as active, the others as inactive; x = not tested or not shown.

Sample of the layout (seven entries):
| Structure | STK33 kinase inh | OX1R FRET antag |
| --- | --- | --- |
| Cc1ccc2c(c1)C1CN(C)CCC1N2C(=O)c1ccccc1NS(=O)(=O)c1ccc(F)cc1 (stereo not drawn) | 1.1 | 10 |
| Nc1cc(Cl)ccc1Oc1ccccc1 | 1.3 | 11 |
| Nc1no[n+]([O-])c1-c1ccccc1 | 0.1 | 23 |
| O=C(Cc1ccccc1)Nc1ccc(NC(=O)C2CC2)nc1 | 0.4 | 16 |
| COc1ccc(CC(=O)NC(=S)Nc2cccc(C)c2)cc1 | -1.7 | -7 |
| COc1ccccc1CNc1ccc(N2CCCCC2)cc1 | -1.6 | 17 |
| O=C(NCCCN1CCC(Cc2ccccc2)CC1)C1CCC(=O)N1C1CCCC1 (stereo not drawn) | -1.1 | 9 |

All compounds of this part (from the top)
| Structure | STK33 kinase inh | OX1R FRET antag |
| --- | --- | --- |
| Cc1ccc2c(c1)C1CN(C)CCC1N2C(=O)c1ccccc1NS(=O)(=O)c1ccc(F)cc1 (stereo not drawn) | 1.1 | 10 |
| Nc1cc(Cl)ccc1Oc1ccccc1 | 1.3 | 11 |
| Nc1no[n+]([O-])c1-c1ccccc1 | 0.1 | 23 |
| O=C(Cc1ccccc1)Nc1ccc(NC(=O)C2CC2)nc1 | 0.4 | 16 |
| COc1ccc(CC(=O)NC(=S)Nc2cccc(C)c2)cc1 | -1.7 | -7 |
| COc1ccccc1CNc1ccc(N2CCCCC2)cc1 | -1.6 | 17 |
| O=C(NCCCN1CCC(Cc2ccccc2)CC1)C1CCC(=O)N1C1CCCC1 (stereo not drawn) | -1.1 | 9 |
| CCOc1ccccc1NC(=O)Nn1cnnc1 | 0.6 | -5 |
| COc1ccc(-c2nc(CS(=O)CC(=O)NC3CCCCC3)c(C)o2)cc1 (stereo not drawn) | -0.2 | 9 |
| CC(=O)Nc1ccc(CN2CCCC(C(=O)c3cccc(C(F)(F)F)c3)C2)cc1 (stereo not drawn) | -1.5 | 20 |
| COc1cc(OC)cc(C(=O)NCC(=O)N2CCN(S(=O)(=O)c3ccccc3F)CC2)c1 | -1.1 | 7 |
| CCOC(=O)Cc1cnc(NC(=O)CSc2nc(C)c(CC)c(=O)[nH]2)s1 | 1.0 | 24 |
| COc1cccc(NC(=O)CN(C)C(=O)[C@@H]2CCCN2C(=O)c2cccs2)c1 | -0.1 | 7 |
| CC(C)c1ccc(NC(=O)COc2nncc3ccccc23)cc1 | 0.8 | 4 |
| CCOc1ccc(NC(=O)COC(=O)CCN2C(=O)C3CC=CCC3C2=O)cc1OCC (stereo not drawn) | 0.2 | 6 |
| CCOC(=O)C1=C(N)Oc2cc(O)ccc2C1c1ccc(Br)cc1 (stereo not drawn) | -1.7 | 11 |
| CC(C)(C)NC(=O)CN(C(=O)c1ccc(CN2CCOCC2)o1)c1ccc2c(c1)OCCO2 | 1.1 | 6 |
| O=C(NCc1ccccc1)NC1(C(=O)N2CCN(c3ccccc3)CC2)CCCCC1 | -0.1 | 17 |
| CCOC(=O)c1c[nH]n(-c2ccc(C)cc2)c1=O | -0.6 | 7 |
| COc1ccc(C)cc1NC(=O)C1CCN(S(C)(=O)=O)CC1 | 0.6 | 3 |

Grouped by structure, the compounds so far containing fluorine.
| Structure | STK33 kinase inh | OX1R FRET antag |
| --- | --- | --- |
| Cc1ccc2c(c1)C1CN(C)CCC1N2C(=O)c1ccccc1NS(=O)(=O)c1ccc(F)cc1 (stereo not drawn) | 1.1 | 10 |
| CC(=O)Nc1ccc(CN2CCCC(C(=O)c3cccc(C(F)(F)F)c3)C2)cc1 (stereo not drawn) | -1.5 | 20 |
| COc1cc(OC)cc(C(=O)NCC(=O)N2CCN(S(=O)(=O)c3ccccc3F)CC2)c1 | -1.1 | 7 |

(listing goes on)
| Structure | STK33 kinase inh | OX1R FRET antag |
| --- | --- | --- |
| Cc1cc(C)c(NC(=O)c2sc3nc4c(cc3c2N)C(=O)CC(C)(C)C4)c(C)c1 | 1.5 | 11 |
| O=C(N/N=C/c1cccc(OCC(=O)N2CCCC2)c1)C(=O)Nc1ccccc1F | 1.1 | 29 |
| Cc1ccc(NC(=O)Nc2ccc3c(c2)CCC3)cc1C | -0.4 | 13 |
| Cn1c(C(=O)OC(C(=O)NC2CCCCC2)c2ccncc2)cc2sccc21 (stereo not drawn) | 0.0 | 3 |
| Cc1ccc(OCc2ccc(C(=O)N3CCCC3)o2)cc1C | -1.3 | 7 |
| CC(C)c1ccc(CC(C)C2C3=C(CCCC3=O)OC3=C2C(=O)CCC3)cc1 (stereo not drawn) | -0.9 | 27 |
| Cn1c(=O)[nH]c(=O)c2c1nc(N1CCCCCC1)n2CCN1CCCCCC1 | -0.3 | 3 |
| COC(=O)[C@]1(C)N[C@H](CN(C)S(=O)(=O)c2ccccc2)[C@@H]2C(=O)N(Cc3ccccc3)C(=O)[C@@H]21 | 0.3 | 0 |
| COc1ccc(OCC(=O)NCCNC(=O)c2cccnc2)cc1 | -4.2 | 7 |
| Cc1ccc(S(=O)(=O)N2CCN(C(=O)c3n[nH]c4ccccc34)CC2)cc1 | 0.1 | 6 |
| CN(C)C1=NC(=O)/C(=C\c2ccccc2)S1 | 1.4 | 44 |
| O=C(O)COc1c(-c2ccccc2)oc2ccccc2c1=O | 1.3 | 8 |
| Cc1ccc(-c2cc(N)n3nc(-c4ccc(C)cc4)cc3n2)cc1 | -1.8 | 14 |
| CC(C)Cc1nnc(NC(=O)CSc2nc(-c3ccccc3)cc(=O)[nH]2)s1 | 0.0 | 34 |
| COc1ccc(NC(=O)COc2coc(CN3CCN(c4ccccc4)CC3)cc2=O)cc1 | x | 5 |
| Cc1cc(C(=O)N/N=C/C=C/c2cccc([N+](=O)[O-])c2)n[nH]1 | -1.6 | 20 |
| CC(C)[C@@H](C(=O)NCC1CCC(C(=O)O)CC1)n1nnc2ccccc2c1=O (stereo partly drawn) | -0.9 | 12 |
| COCC(=O)Nc1nc(-c2ccccc2)ns1 | -0.4 | 15 |
| CCOC(=O)C1=C(N)N2C(=O)C(C)SC2=C(C(=O)OCC)C1c1ccccc1 (stereo not drawn) | -1.4 | -1 |
| O=C(CN1C(=O)c2cccc3cccc1c23)NC1CCCCC1 | -1.0 | 3 |
| COc1ccccc1-c1nnc(SCC(=O)N2CC(C)CC(C)C2)o1 (stereo not drawn) | -2.1 | 28 |
| CC1CCC(C(=O)NC(C(=O)N2CCN(c3ccccn3)CC2)C(C)C)CC1 (stereo not drawn) | -0.6 | 14 |
| CC(=O)Nc1ccc(/C=C/c2ccc3cccc([N+](=O)[O-])c3n2)cc1 | 1.9 | 87* |
| O=C(NCCN1CCN(c2ccccc2Cl)CC1)Nc1ccccc1 | -5.2 | -3 |
| Cc1c(Br)c([N+](=O)[O-])nn1CC(=O)N(C)Cc1ccccc1 | -0.8 | 11 |
| C[C@H](CO)N1C[C@H](C)[C@@H](CN(C)S(=O)(=O)c2cn(C)cn2)Oc2ccc(NS(=O)(=O)c3ccccc3)cc2C1=O | -0.2 | 13 |
| COc1ccc(NC(=O)N(C)C[C@H]2Oc3c(NC(=O)c4nc5ccccc5s4)cccc3C(=O)N([C@@H](C)CO)C[C@H]2C)cc1 | 0.0 | 7 |
| COc1ccc(CCNC(=O)C2CCN(S(=O)(=O)N3CCCCCC3)CC2)cc1OC | -0.5 | 27 |
| Cc1onc(-c2ccccc2Cl)c1C(=O)NCc1ccco1 | -2.8 | 14 |
| Brc1[nH]nc2ccccc12 | -2.4 | 3 |

Next part:
canonical_smiles	STK33 kinase inh	OX1R FRET antag
CN(C)S(=O)(=O)N1CCN(S(=O)(=O)N2CCOCC2)CC1	-2.3	1
c1cncc(-c2ccc3[nH]ccc3c2)c1	2.4	10
COc1ccc(CNC(=O)C/C(C)=N/NC(=O)c2ccccc2OC)cc1	-0.8	4
O=C(c1ccc(Br)s1)N1CCN(Cc2ccc3c(c2)OCO3)CC1	0.5	4
NC(N)=N/N=C/c1cccc([N+](=O)[O-])c1O	0.5	45
CCOC(=O)C(=O)N=Nc1c(O)n(C)c2ccccc12	-1.6	183*
COCCCN1C(=O)CS/C1=N\S(=O)(=O)c1ccccc1	-0.6	15
CC(C)C(c1nnnn1Cc1ccco1)N1CCC(C(N)=O)CC1 (stereo not drawn)	0.0	14
CCNS(=O)(=O)c1ccc(NC(=O)CC(C)c2ccccc2)cc1 (stereo not drawn)	-0.7	13
COc1ccc(C(=O)CSc2nc(C)cc(C)n2)cc1C	-2.1	37
CCc1ccc2c(CN3CCN(S(=O)(=O)c4ccccc4F)CC3)cc(=O)oc2c1	1.2	0
Cn1c(N)c(S(=O)(=O)N2CCN(Cc3ccccc3)CC2)c(=O)n(C)c1=O	-1.4	16
Cc1ccc(C(NC(N)=O)c2ccccc2C)cc1 (stereo not drawn)	-0.6	1
CCOc1ccc2nc(SCC(=O)NCc3ccc(S(N)(=O)=O)cc3)sc2c1	-1.6	23
O=C1CN(C(=O)c2ccc(Br)o2)C(c2ccc(F)cc2)c2cc(Cl)ccc2N1 (stereo not drawn)	-0.1	5
C=C(C)C1CCC(C)=C1COC(=O)Nc1ccccc1 (stereo not drawn)	-2.1	22
COc1ccc(NC(=O)N(C)C[C@H]2Oc3c(NC(=O)NC4CCCCC4)cccc3C(=O)N([C@H](C)CO)C[C@@H]2C)cc1	-0.9	-3
Cc1c(C(=O)N2CCN(C(=O)c3ccco3)CC2)sc2nc(-c3ccc(F)cc3)cn12	1.1	1
CC(C)c1cc(=O)oc2c3c4c(cc12)CCCN4CCC3	1.9	37
S=C(NC1CCCCC1)N1CCOCCOCCN(C(=S)NC2CCCCC2)CCOCCOCC1	-1.4	16
Cc1cc2cc(C)c3nnc(SCC(=O)Nc4ccc(S(=O)(=O)N5CCCCC5)cc4)n3c2cc1C	-3.8	7
CN1CCN(S(=O)(=O)c2ccc(-c3ccc(Cl)cc3)cc2)CC1	-1.7	-3
CCOC(=O)CCn1c(CC(=O)OCC)nc2ccccc21	-0.8	17
O=C(NNC(=O)C1COc2ccccc2O1)c1ccccc1 (stereo not drawn)	-0.8	11
O=C(Nc1ccccc1)NC1(C(=O)NCc2ccco2)CCCCC1	-1.0	11
Cc1nn(CCC#N)c2nc(-c3ccccc3)cc(C(F)(F)F)c12	2.3	17
CN(CC(=O)NCc1ccc2c(c1)OCO2)S(=O)(=O)c1ccc(Br)s1	0.3	12
Cn1cnc(S(=O)(=O)N2CCN(c3cccc(Cl)c3)CC2)c1	-1.1	7
O=C(CNS(=O)(=O)c1cccc(Br)c1)NCC1CCCCC1	0.5	3
COc1cc(CC(=O)Nc2ccc(Cl)c(C(F)(F)F)c2)cc(OC)c1OC	-3.0	33
COc1ccc(/C(C)=N/NC(=O)Cc2ccc(Cl)cc2)cc1	-0.5	-3
Cc1nc(SCC(=O)Nc2ccc(Cl)cc2[N+](=O)[O-])nc(C)c1C	-2.6	23
CCCc1cc(C(=O)Nc2ccc(F)cc2F)no1	-0.3	-4
Cc1c(C(=O)N(Cc2ccc(N(C)C)cc2)CC2CCCO2)oc2ccccc12 (stereo not drawn)	-1.1	23
CCC1=Nc2cc(C(=O)NCCCOC)ccc2Sc2ccccc21	-1.7	11
COc1ccc(Nc2c3c(nc4c(-c5ccccc5)c(C)nn24)CCC3)cc1	-2.1	7
COc1ccc(OC)c(N(CC(=O)Nc2cccnc2)S(C)(=O)=O)c1	-1.2	15
Cc1ccccc1Cc1ccc(Cl)nn1	-0.5	6
COc1ccc(NC(=O)c2ccco2)cc1NC(=O)c1ccccc1F	-1.2	35
O=C(COC(=O)CNS(=O)(=O)/C=C/c1ccccc1)NC1CCS(=O)(=O)C1 (stereo not drawn)	0.2	10
Cc1cccc(SCC(=O)Nc2ccc3c(c2)OCCO3)c1	-1.7	12
CCCCNC(=O)NCCN1CCOCC1	-1.9	9
Cc1cc(=O)c2ccc(C(F)(F)F)cc2[nH]1	-0.2	16
CC(C)(C)OC(=O)c1c(N)n(CCCN2CCCC2=O)c2nc3ccccc3nc12	-0.6	48
CC(C)(C)OC(=O)NCCCCCc1nnc(SCc2cccc(F)c2)o1	0.5	14
O=C1N[C@@H](Cc2ccccc2)C(=O)N2[C@@H]3N(S(=O)(=O)c4ccccc4)c4ccccc4[C@]3(Br)C[C@@H]12	-0.1	34
O=C1NC(=Nc2ccc(Cl)cc2)SC1Cc1cccc(Cl)c1Cl (stereo not drawn)	-6.8	24
Cc1ccccc1Cn1cnc2c(cnn2C(C)(C)C)c1=O	0.9	36
O=C1C(=O)N(CCN2CCOCC2)C(c2ccccn2)/C1=C(/O)c1ccc(F)cc1 (stereo not drawn)	0.4	43*
Nc1cc2c(cc1[N+](=O)[O-])OCO2	-0.3	26
C=CCNC(=O)CSCc1ccc(Br)cc1	-1.2	11
N#Cc1ccccc1CSc1nc(O)cc(=O)[nH]1	-0.8	9
CC1CN(C(=O)Cn2cc(S(=O)(=O)CC(=O)N(C)c3ccccc3)c3ccccc32)CC(C)O1 (stereo not drawn)	-1.7	10
CCC1CCCCN1C(=O)CCn1ccnc1 (stereo not drawn)	-0.9	8
CCN1C(=O)/C(=C\N(C)C)c2ccccc21	-6.0	16
O=[N+]([O-])c1ccc(N=NNc2ccccc2)cc1	2.3	14
COc1ccc(-c2c([C@H]3[C@@H]4C=CCC[C@@]4(C)C(=O)N3Cc3ccccc3)ccc3ccccc23)cc1OC	0.1	28
O=C(NCc1ccc2c(c1)OCO2)c1cc([N+](=O)[O-])ccc1N1CCCCC1	-1.1	26
O=c1c(Cl)c(N2CCNCC2)cnn1C12CC3CC(CC(C3)C1)C2	-2.6	28
Cc1cccc(Nc2nc(N)c([N+](=O)[O-])c(NCc3ccccc3)n2)c1	1.2	20
CCCC(=O)NCC(c1cccs1)S(=O)(=O)c1ccc(Cl)cc1 (stereo not drawn)	-0.9	8
O=C(CCC(=O)N1CCOc2ccc(Cl)cc21)NCCCN1CCN(Cc2ccccc2)CC1	-0.2	2
COc1ccc(CNC(=O)C2CSCCS2)cc1 (stereo not drawn)	-2.7	26
